Screening data: PubChem BioAssay, National Center for Advancing Translational Sciences (NCATS)
LDHA block = inhibitors of human lactate dehydrogenase A. P00338. purified LDHA, NADH/diaphorase-resazurin fluorescence; stronger effect = lower value. activity change, % (values are at about 110 or 230 µM). 480,000 tested, 0.15% active. AID 1347041; in the data active = activity change below about -30%; inconclusive = mostly about -25% to -30%;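 note: plate controls were DMSO wells for no effect and wells without enzyme for full effect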
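Resorufin fluorescence (ex540/em590), read at 0 and 20 min after diaphorase/resazurin addition, reports the NADH left after a 5 min room-temperature reaction of 2 nM human LDH5 with 0.06 mM NADH and 0.2 mM pyruvate.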
APEX1 inh = APE1 (human) endonuclease inhibition. Potency, µM (series often up to 65.8 µM), for inactives: at the top dose activity change, negative = inhibition, most hits filed as inhibitors. 350,000 tested, 0.35% active. P27695. AID 2517. recombinant APE1, TAMRA/BHQ-2 abasic DNA cleavage fluorescence;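 note: potency is the fitted concentration of half-maximal effect; plate controls were vehicle for no effect and reference inhibitor for full effect; nearly all actives have a fitted effect of over 55% in size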
Target sequence (P27695 whole entry, looked up): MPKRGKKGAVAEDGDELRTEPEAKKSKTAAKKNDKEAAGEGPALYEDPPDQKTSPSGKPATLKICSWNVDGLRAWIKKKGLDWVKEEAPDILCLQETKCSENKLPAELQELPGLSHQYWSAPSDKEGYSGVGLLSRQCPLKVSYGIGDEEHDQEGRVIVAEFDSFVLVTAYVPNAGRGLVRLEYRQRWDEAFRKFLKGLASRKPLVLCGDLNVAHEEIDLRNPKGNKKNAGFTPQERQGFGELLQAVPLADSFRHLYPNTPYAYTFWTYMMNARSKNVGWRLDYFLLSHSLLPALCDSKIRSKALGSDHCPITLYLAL
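Substrate: short duplex with […] THF abasic site, 5'-TAMRA and 3'-BHQ-2, 50 nM final. APE1 at 0.75 nM, preincubated 15 min RT with compound. Fluorescence increase from first to third read measured activity.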
ALOX12 inh = inhibitors of human 12S-lipoxygenase ALOX12. Potency, µM (series often up to 108 µM), inactives show at the top dose activity change, negative = inhibition, actives largely listed as inhibitors. 580,000 tested, 1.1% active. purified 12hLO, xylenol orange hydroperoxide absorbance; note: potency is the fitted concentration of half-maximal effect; % is set by controls: 0 for no effect and ±100 for the full control effect
Target sequence (P18054 whole entry, looked up): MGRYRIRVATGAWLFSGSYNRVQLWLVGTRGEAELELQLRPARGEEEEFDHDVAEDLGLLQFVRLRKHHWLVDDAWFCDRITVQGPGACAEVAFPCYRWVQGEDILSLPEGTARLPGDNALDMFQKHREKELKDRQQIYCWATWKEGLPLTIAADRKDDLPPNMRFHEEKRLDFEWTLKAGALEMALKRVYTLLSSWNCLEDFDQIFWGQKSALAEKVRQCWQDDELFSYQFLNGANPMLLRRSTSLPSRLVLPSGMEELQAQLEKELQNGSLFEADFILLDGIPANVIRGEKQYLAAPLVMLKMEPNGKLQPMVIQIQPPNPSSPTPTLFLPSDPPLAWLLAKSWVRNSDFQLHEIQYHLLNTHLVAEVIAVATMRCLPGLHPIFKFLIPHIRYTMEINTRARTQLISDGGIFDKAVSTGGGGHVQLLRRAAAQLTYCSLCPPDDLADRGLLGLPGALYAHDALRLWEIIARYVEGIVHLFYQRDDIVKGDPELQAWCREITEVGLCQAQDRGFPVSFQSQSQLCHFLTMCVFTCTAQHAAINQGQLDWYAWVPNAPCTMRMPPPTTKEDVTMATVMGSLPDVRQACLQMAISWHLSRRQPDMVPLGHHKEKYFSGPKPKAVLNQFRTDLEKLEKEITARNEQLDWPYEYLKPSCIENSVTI
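Purified human 12hLO at 150 nM in 25 mM Hepes, 0.01% Triton X-100, pH 7.0, preincubated 15 min at room temperature with compound. Reaction started with 40 uM arachidonic acid, 30 min at room temperature. Hydroperoxide measured by Fe-xylenol orange, 573/405 nm absorbance ratio.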
POLB inh = inhibitors of human DNA polymerase beta; P06746; Pol beta primer extension/strand displacement, fluorescence kinetic; Potency, µM (top dose mostly 114 µM), for the others: top-dose activity change, negative = inhibition, hits mostly inhibitors; 340,000 tested, 1.3% active; AID 485314; note: potency is the fitted concentration of half-maximal effect; % is set by controls: 0 for no effect and ±100 for the full control effect
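Pol beta (10 nM) was preincubated with compound for 15 min at room temperature. The reaction was then started with 50 nM substrate and read immediately and after a further 10 min at room temperature.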
RGS4 inhibitor = blocks human RGS4-accelerated GTP hydrolysis. 390,000 tested, 0.039% active. Transcreener GDP fluorescence polarization, RGS4-accelerated GTP hydrolysis. AID 504845. P49798. Potency, µM (titrated, usually from 114 µM), without a hit: at the highest dose activity change, negative = inhibition, most hits filed as inhibitors; note: potency is the fitted concentration of half-maximal effect; % is set by controls: 0 for no effect and ±100 for the full control effect; nearly all actives have a fitted effect of over 75% in size; some results filed as inactive show a strong effect at the top dose
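MLSMR compounds (23 nl, pin-transferred) preincubated 10 min at room temperature with a 500nM (2x) first reagent, then RGS4 at 900nM (2x) plus Transcreener GDP mix added; fluorescence polarization (620/688 nm) read before and after 90 min at 30 °C.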
POLK inh = DNA polymerase kappa (human) inhibition; Potency, µM (doses to about 107 µM), for the others: at the top dose activity, negative = inhibition, most hits filed as inhibitors; Q9UBT6; purified Pol kappa, fluorescent DNA synthesis assay, 10 min; 400,000 tested, 0.53% active; note: potency is the fitted concentration of half-maximal effect; % is set by controls: 0 for no effect and ±100 for the full control effect
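10 nM Pol kappa preincubated 15 min at room temperature with compounds, then reaction started with substrate at 50 nM final. Fluorescence read kinetically at 0 and 10 min; buffer-only wells served as negative control.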
ERG Ets-DNA blk = inhibitors of human ERG Ets domain-DNA interaction | P11308 | fluorescence polarization, His-ERG Ets domain / labelled DNA | Potency, µM (top dose mostly 76.9 µM), for the others: at the highest dose FP activity, negative = inhibition, usual class: inhibitors | 370,000 tested, 0.028% active; active = well fitted inhibition curve with a large enough effect in the polarisation, with a control signal flat; inconclusive = small, poorly fitted or top-dose-only effect, or effect the other way, or a change in a side signal; inactive = no such curve, though single readings can be large or run the other way; the % refers to the polarisation;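 note: polarization taken with two DNA probes labelled with fluorescein and Texas red; potency is the fitted concentration of half-maximal effect; % of control where 0% means no effect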
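His-tagged ERG Ets domain (1 uM in the protein solution; 300mM KCl, 50mM Tris-HCl, 1mM EDTA, 1mM DTT, pH 7.5) received compound, then a probe mix of 5 nM fluorescein-DNA and 100nM Texas-615-DNA. Fluorescence polarization was read for both dyes.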
Apoferritin bind = candidate novel general anesthetic via apoferritin binding; P02791; apoferritin/1-aminoanthracene competitive binding, fluorescence; Potency, µM (highest dose often 77.5 µM), for inactives: at the highest dose activity change, negative = displacement, actives largely listed as inhibitors; 350,000 tested, 0.074% active; AID 485281; note: potency is the fitted concentration of half-maximal effect; % is set by controls: 0 for no effect and ±100 for the full control effect; nearly all actives have a fitted effect of over 20% in size
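Horse-spleen apoferritin (10 uM) was mixed with 50% saturated 1-aminoanthracene in PBS, exposed to compounds for 10 min at room temperature, and read for fluorescence (ex 380 nm, em 535 nm). Competitive displacement was fitted with a four-parameter Hill equation.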
Pol eta inh = blocks human DNA polymerase eta activity | Q9Y253 | recombinant Pol eta, fluorescent DNA replication assay | Potency, µM (titrated, usually from 114 µM), for inactives: at the top dose activity change, negative = inhibition, actives largely listed as inhibitors | 390,000 tested, 1.2% active; note: potency is the fitted concentration of half-maximal effect; % is set by controls: 0 for no effect and ±100 for the full control effect
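Fluorescent replication assay: 50 nM final substrate added after a 15 min room-temperature compound preincubation with 10 nM enzyme. Signal taken at 0 min and again at 10 min.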
* hit, by the source's call; ? = inconclusive; . = not tested or not shown; & = joins results of further samples; [ ] = remark or other dose. Unless noted, calls come from the whole dose curve; as a rule, active = well fitted curve in the direction sought with a large enough effect; inconclusive = small, poorly fitted or top-dose-only effect, or another doubt; inactive = no such curve, though single readings can be large; an effect the other way counts as inactive or inconclusive. Not all compounds are listed (hit frequency here may not be typical).

smiles,LDHA block,APEX1 inh,ALOX12 inh,POLB inh,RGS4 inhibitor,POLK inh,ERG Ets-DNA blk,Apoferritin bind,Pol eta inh
COc1ccc(C(=O)Nc2ccc(NC(=O)C3CC3)nc2)cc1,-9.2,-1.4%,14.5%,26.8%,1.8%,4.2%,-2.6%,-4.1%,-19.3%
CCOC(=O)Cn1c(=O)c2c(nc(N3CCCCC3)n2C)n(C)c1=O,-1.6,3.5%,-7.1%,?,-8.1%,-22.2%,-0.6%,-9.6%,-12.7%
O=S1(=O)[C@H]2C[C@H](CO)O[C@@]2(CO)CN1Cc1ccc(-c2cccc(Cl)c2)cc1,3.2,-4.1%,?,.,-4.8%,-4.8%,-1.0%,.,-18.1%
CC(C)Cn1c(=O)c2sccc2n2c(CCCC(=O)N3CCC(N4CCCCC4)CC3)nnc12,-0.2,38.2%,14.6%,-0.9%,-16.1%,1.6%,4.8%,0.5%,-1.6%
NS(=O)(=O)c1cccc(NC(=O)COC(=O)Cc2ccc(S(=O)(=O)N3CCCCC3)s2)c1,-1.5,1.2%,?,-0.3%,-5.4%,8.2%,-0.1%,-12.4%,2.5%
CCCn1nnc2c(=O)oc3ccccc3c21,-13.3,3.2%,?,28.7%,-9.1%,-13.1%,1.8%,5.1%,-16.5%
CNC(=O)C(Sc1ccccc1)c1ccccc1 (centres undefined),-18.6,17.8%,0.0%,29.7%,4.0%[56.9 µM],-3.9%,-7.7%,-10.5%,-2.7%
Cc1nc2scc(-c3cccs3)c2c(=O)n1N,-11.0,15.6%,-8.8%,26.2%,12.9%,-5.2%,2.5%,-1.9%,-4.9%
Cc1csc(=O)n1CC(=O)OCC(=O)NCc1ccc(Cl)cc1Cl,-5.7,-16.0%,-15.9%,.,24.1%,-9.6%,-0.4%,.,-7.7%
C[C@@H]1CN(Cc2nc(-c3cnccn3)no2)C[C@H](C)O1,-4.0,3.1%,-4.2%,16.3%,9.5%,3.7%,-5.9%,-3.7%,0.0%
O=C(NCc1ccc2c(c1)OCO2)C1CC(=O)N(CCc2ccc(F)cc2)C1 (centres undefined),-3.8,7.3%,-21.8%,2.8%,10.3%,-6.1%,12.7%,6.0%,-16.6%
COc1ccc(/C=C(/NC(=O)c2ccco2)C(=O)NCc2ccco2)cc1OC,-2.4,-13.9%,14.8%,-2.3%,26.7%,-17.8%,7.5%,-5.9%,6.6%
COc1cccc(C2Nc3c(F)cc(Br)cc3C3C=CCC32)c1OC (centres undefined),-3.0,-0.6%,-13.6%,-15.3%,-24.7%,-6.3%,0.8%,-4.6%,-6.7%
CC1(C)CC(=O)C=C(C(=O)NC2CCCc3c2cnn3-c2cc(F)cc(F)c2)O1 (centres undefined),-4.8,2.6%,0.0%,25.9%,3.8%,-10.1%,-5.9%,-11.4%,-11.6%
NS(=O)(=O)Cc1noc2ccccc12,-11.1&-9.9,14.1%&21.5%&-1.1%,-1.0%,21.9%,8.8%&-12.4%,-9.8%,-5.1%&-1.9%,0.6%&-5.3%&4.1%,-11.7%&4.9%
CCOc1cc(/C=N/NS(=O)(=O)c2ccc(OC)cc2)ccc1OCCN1CCOCC1,1.8,-3.8%,1.6%,48.6%,-42.7%,0.0%,-7.5%,-10.5%,-9.0%
CC(C)(C)c1cc[n+](C2=C([O-])c3ccccc3C(=O)/C2=N\S(=O)(=O)c2cccs2)cc1,27.8,14.0%,-24.6%,-112.5%,22.5%,-15.9%,-3.0%,-11.0%,-2.3%
CCOC(=O)C1CCN(C(=O)C2(NC(=O)Nc3cccc(F)c3)CCCCC2)CC1,-3.3,1.2%,6.5%,-15.6%,2.6%,-18.6%,-8.4%,-2.7%,-10.4%
COc1c(C(=O)Nc2nccs2)ccc2ccccc12,-1.3,28.2%,12.4%,-9.3%,-22.8%,10.3%,-4.9%,-5.1%,-15.5%
CCN(CC)CCn1c(NC(=O)c2ccc(C(F)(F)F)cc2)nc2ccccc21,-2.1,-5.3%,3.0%,33.6%[activator],-18.8%,-7.9%,-3.0%,-1.8%,-9.8%
CCOc1ccc(N2C(=O)CC(N(CCc3ccccc3)C(=O)/C=C/C(=O)O)C2=O)cc1 (centres undefined),-12.5,21.0%,0.6%,0.1%,23.6%,-2.6%,-2.0%,-8.8%,7.3%
Cn1c(=O)c2c(ncn2CC(=O)N2CCN(c3ccc(F)cc3)CC2)n(C)c1=O,-3.1,?,0.0%,-7.5%,-6.9%[11.4 µM],1.4%,0.6%,-7.4%,-13.1%
COc1cc(OC)cc(-c2nc3nc(C)c(CCC(=O)Nc4ccccc4)c(C)n3n2)c1,13.3,.,-7.9%,17.6%,-6.7%,-12.7%,-1.9%,-16.6%,-12.2%
O=C(N/N=C/c1cc(Cl)cc([N+](=O)[O-])c1O)c1cccc(S(=O)(=O)N2CCOCC2)c1,0.6,13.1%,?,.,-8.7%,-5.8%,0.8%,.,-11.7%
Cc1ccc2cc(CN(CC3CCCO3)C(=O)C(C)C)c(=O)[nH]c2c1 (centres undefined),-3.0,3.7%,-15.7%,-10.5%,-9.0%,-1.3%,-6.6%,-13.7%,0.5%
Brc1ccc(-c2ccc(/C=N/Nc3nc4ccccc4[nH]3)o2)cc1,-16.2,5.6%,-21.7%,6.9%,-2.9%,-9.6%,-19.7%,8.7%,-13.2%
Cc1ccc(C(OC(=O)c2ccco2)C(=O)NC2CCCC2)cc1 (centres undefined),-6.8,0.1%,2.3%,19.4%,-13.6%,3.8%,11.5%,1.7%,-4.8%
COc1ccc(C(=O)Nc2nc(CC(=O)NCCc3ccccc3)cs2)cc1,-3.0,-4.8%,?,.,-36.5%,2.4%,18.5%,.,-1.4%
CCOC(=O)/C=C1\SCC(=O)N1Cc1nnc(-c2ccccc2Br)o1,-7.3,26.0%,0.0%,22.4µM*,-14.2%[11.4 µM],-7.1%,5.0%,0.0%,?
COCCNC(=O)Cn1cnc([N+](=O)[O-])n1,11.1,0.4%,7.1%,-16.6%,13.6%,-11.0%,-0.3%,-3.4%,3.3%
COc1ccc(-c2nonc2NC(=O)c2oc3ccccc3c2C)cc1OC,-0.8,-6.8%,0.6%,7.5%,-6.0%[56.9 µM],-7.0%,0.2%,-0.6%,0.7%
COc1ccc(C/C(N)=N/OC(=O)Cc2ccc(OC)c(OC)c2)cc1,4.6,-1.1%,11.9%,19.8%,-0.8%,-6.9%,.,-14.5%,-2.0%
COCc1ccc(C(=O)NC2CCCc3c2cnn3-c2ccc(C)c(C)c2)o1 (centres undefined),-1.2,17.8%,?,12.4%,-1.3%,1.9%,10.8%,-8.5%,-2.3%
CCOC(=O)c1cccc(NC(=O)C2CCCN(S(=O)(=O)c3c(C)nn(C)c3C)C2)c1 (centres undefined),2.3,-13.2%,8.3%,36.3%,-6.2%,-5.6%,3.2%,-7.5%,-13.4%
COc1ccc(S(=O)(=O)Cc2ccc(C(=O)N3CCN(c4ccccc4)CC3)o2)cc1,3.3,-0.9%,3.2%,-15.3%,-7.0%,9.7%,17.1%,-5.9%,-2.5%
CSc1ccc(Cl)c(C(=O)OCC(=O)N2CCN(C(=O)c3ccco3)CC2)c1,1.4,31.8%,26.6%,.,-28.2%,3.5%,-7.6%,.,-22.0%
CCOC(=O)C1=CN(C)C=C(C(=O)OCC)C1c1ccsc1,0.0,-0.5%,-7.1%,?,6.7%,-23.3%,-2.2%,847.2%[activator],-5.7%
CC(C)(C)SCCNC(=O)CSc1ccccc1,-7.7,.,1.5%,.,-2.5%,-6.8%,4.8%,.,-11.1%
Nn1c(SCC(=O)N2CCN(S(=O)(=O)c3ccc(Cl)cc3)CC2)nnc1-c1cccs1,0.3,-5.4%,36.9%[activator],-19.1%,-11.5%,1.4%,-0.3%,?,-15.2%
CCCCCCSc1ccc([C@H]2N[C@@](Cc3ccccc3)(C(=O)OC)[C@H]3C(=O)N(C)C(=O)[C@@H]23)cc1,4.1,-9.8%,?,.,4.0%,9.3%,-10.4%,.,-23.6%

2 records picked at random from the list so far, as already listed:
smiles,LDHA block,APEX1 inh,ALOX12 inh,POLB inh,RGS4 inhibitor,POLK inh,ERG Ets-DNA blk,Apoferritin bind,Pol eta inh
CCCCCCSc1ccc([C@H]2N[C@@](Cc3ccccc3)(C(=O)OC)[C@H]3C(=O)N(C)C(=O)[C@@H]23)cc1,4.1,-9.8%,?,.,4.0%,9.3%,-10.4%,.,-23.6%
CC(C)(C)SCCNC(=O)CSc1ccccc1,-7.7,.,1.5%,.,-2.5%,-6.8%,4.8%,.,-11.1%

An excerpt from above with just ALOX12 inh and Pol eta inh.
smiles,ALOX12 inh,Pol eta inh
COc1ccc(C(=O)Nc2nc(CC(=O)NCCc3ccccc3)cs2)cc1,?,-1.4%
CCOC(=O)/C=C1\SCC(=O)N1Cc1nnc(-c2ccccc2Br)o1,0.0%,?
